High-throughput results (PubChem)
UTI89 phage lysis – inhibition of K1F phage lysis, E. coli UTI89, bacterial capsule biogenesis inhibitors, alamar blue (AID 488966); inhibition, % at 100 µM, or IC50 in µM where a hit was titrated; 340,000 tested, 0.02% active; E. coli UTI89 K1F phage lysis, alamar blue, 2 h; higher % means a stronger effect;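 active = phage lysis inhibition, versus mean bacterial control, above a set limit; inconclusive = no clear call, values can overlap the other calls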;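 also: capsule biogenesis inhibitors block K1F phage lysis so surviving cells raise fluorescence; higher fluorescence means more inhibition of phage lysis; actives were called in the ten point dose series up to 300 µM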
XIAP displacement – small molecules displacing peptide from XIAP – biochemical, IAP family, fluorescence polarization (AID 1018). XIAP BIR domain, fluorescence polarization peptide displacement; higher % means a stronger effect. displacement, % at 20 µM; hits with a dose series show IC50 in µM. 200,000 tested, 0.007% active; in the data active = displacement above about 50%; also: a part of the inactive calls stands beside numbers as strong as those of hits
Dengue-2 NS5 capping – Dengue-2 NS5 methyltransferase inhibitors, primary screen, biochemical, confirmation dose response (AID 588689); Dengue-2 NS5 methyltransferase capping enzyme assay, biochemical; higher % means a stronger effect; one-dose inhibition, % at 25 µM; IC50 in µM for titrated hits; 340,000 tested, 0.3% active; in the data active = a potency from the dose series; inconclusive = inhibition above about 29% without an active follow-up result
SV40 large T antigen – SV40 large T antigen inhibitors, biochemical (AID 1903). SV40 large T antigen ATPase/helicase inhibition assay; higher % means a stronger effect. inhibition, % at 20 µM, or IC50 in µM where a hit was titrated. 310,000 tested, 0.39% active; in the data active = a potency from the dose series; inconclusive = inhibition mostly from about 32% at the one dose, without a potency; inactive = the rest, 99 in 100 with inhibition below about 32%; also: strong numbers were not always called active
WT yeast gro inh – growth inhibition of WT yeast, mitochondrial fusion screen; inhibition, % at 10 µM; mitochondrial fusion phenotypic screen, WT strain; AID 1362; 190,000 tested, 2.1% active; in the data active = inhibition above about 58%; tested in S. cerevisiae
West Nile virus CPE – inhibition of WNV-induced cytopathic effect – cell-based, CPE readout (AID 1621); West Nile virus-infected cells, CPE inhibition; higher % means a stronger effect; one-dose CPE inhibition, % at 10 µM; IC50 in µM for titrated hits; 290,000 tested, 0.02% active; in the data active = a potency from the dose series; inconclusive = CPE inhibition mostly from about 3.7% at the one dose, without a potency; inactive = the rest, 99 in 100 with CPE inhibition below about 2.2%; also: strong numbers were not always called active
RSV antiviral HEp-2 – RSV antiviral activity via CPE protection, HEp-2 cells, primary 10 µM value included (AID 2391); HEp-2 cells, RSV-induced CPE inhibition; higher % means a stronger effect; CPE inhibition, % at 10 µM; hits with a dose series show IC50 in µM; 310,000 tested, 0.13% active; in the data active = a potency from the dose series; inconclusive = CPE inhibition mostly from about 23% at the one dose, without a potency; inactive = the rest, 99 in 100 with CPE inhibition below about 21%; also: strong numbers were not always called active
Yfh1-depleted yeast – mitochondrial function rescue without frataxin homolog – Friedreich's ataxia, plus single-dose screen, dose response (AID 1465). S. cerevisiae Yfh1-off respiration, WST-1 reduction, 72 h; higher fold induction means a stronger effect. one-dose fold induction at 50 µM; EC50 in µM for titrated hits. 220,000 tested, 0.074% active;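 active = fold induction of absorbance versus untreated yeast above a set limit, then at least 30% activation at any dose in follow-up; inconclusive = repeats straddling the limit, or above it without dose testing; inactive = fold induction below the set limit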;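 also: activators that raise dye reduction in frataxin-depleted yeast; strong numbers were not always called active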
CSM14.1 death rescue – rescue of cells from ER stress-induced death, primary screen, 384-well, CSM14.1, thapsigargin, ATP luminescence (AID 1222); CSM14.1 thapsigargin-induced death rescue, ATP luminescence; higher % means a stronger effect; one-dose cellular ATP content (survival), % at 20 µM; EC50 in µM for titrated hits; 190,000 tested, under 10 active;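 active = EC50 below 50 µM in the dose-response confirmation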;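 also: death triggered by thapsigargin at about 15 µM added after 2 h compound pretreatment; cell ATP read after overnight thapsigargin exposure of roughly 18 to 22 hours; normalized against plate controls of thapsigargin alone and 5% DMSO vehicle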
WT yeast gro inh mutant strain – further read-out of WT yeast gro inh, marked with its call; inhibition, %; mitochondrial fusion phenotypic screen, mutant strain inhibition
Dengue-2 NS5 capping pilot replicate – further read-out of Dengue-2 NS5 capping, marked with its call; inhibition, %; measured here: pilot screen replicate inhibition
The depositor's hits bear a star; i = inactive; u = inconclusive; x = not tested or not shown; [ ] = dose if it differs, or a comment.

SMILES	UTI89 phage lysis	XIAP displacement	Dengue-2 NS5 capping	SV40 large T antigen	WT yeast gro inh	WT yeast gro inh mutant strain	West Nile virus CPE	RSV antiviral HEp-2	Yfh1-depleted yeast	CSM14.1 death rescue	others
Cc1c(NC(=O)COC(=O)c2ccc(S(=O)(=O)N3CCOCC3)cc2)c(=O)n(-c2ccccc2)n1C	0.2%	-2.7%	3.0%	7.7%	-8.8	6.6	1.0%	-1.2%	i	-1.0%
CCN1C(=O)[C@H]2[C@@H](c3ccc(C)cc3)N3C(=O)N(c4cccc(Cl)c4)C(=O)[C@@]3(CC(C)C)[C@H]2C1=O	-0.1%	x	-3.2%	-0.1%	x	x	x	3.1%	x	x
COc1ccc(C2=NOC(Cn3nc(C(=O)NCc4ccc5c(c4)OCO5)cc3-c3ccccc3)C2)cc1 (stereo not drawn)	0.1%	x	-10.4%	16.8%	x	x	x	1.2%	x	x
O=C1CC(O)(c2ccccc2)C(c2ccccc2)=C1c1ccccc1 (stereo not drawn)	-0.1%	-3.6%	-3.2%	5.0%	21.7	-1.2	-0.6%	5.5%	i	-2.1%
O=C1CCCN1CCCNC(=S)Nc1ccccc1	x	x	x	14.1%	x	x	-0.4%	1.1%	i	x
O=c1c2ccccc2c(C=NC2CCN(Cc3ccccc3)CC2)c(O)n1Cc1ccc2c(c1)OCO2	x	-10.0%	x	12.8%	23.4	9.0	-1.0%	2.2%	i	-2.1%
COc1cc2c3nnc(-c4ccc(F)cc4)c-3cn(Cc3ccc(C)cc3)c2cc1OC	0.0%	-9.2%	u	3.5%	-7.0	-11.2	-0.1%	-0.2%	i	-3.0%
NC(N)=NS(=O)(=O)c1ccc(N=C2C(=O)Nc3ccccc32)cc1	0.9%	x	-8.5%	11.5%	x	x	0.0%	5.1%	i	x
O=S(=O)(NCc1ccccc1Cl)c1cccs1	1.4%	-1.3%	-14.7%	21.8%	-9.0	5.7	-0.1%	-1.7%	i	0.3%
Cc1ccsc1C(=O)NN=C1CCCCCC1	0.4%[50 µM]	x	-10.4%	5.2%	x	x	0.0%	1.8%	x	x
Cc1ccc2cc(CCNC(=O)c3c(-c4ccccc4Cl)noc3C)c(=O)[nH]c2c1	0.6%	-6.8%	-2.8%	3.8%	1.4	-32.7	-0.2%	2.7%	i	-1.1%
O=C(Nc1ccc(S(=O)(=O)N2CCCC2)cc1)c1ccc([N+](=O)[O-])cc1	0.1%	x	6.3%	6.4%	x	x	-0.8%	1.9%	x	x
CCOC(=O)N1CCC(NC(=O)c2cc(S(=O)(=O)NCCc3ccccc3)ccc2F)CC1	1.9%[50 µM]	-2.0%	-8.3%	16.3%	3.9	-22.1	-1.3%	9.3%	i	-2.2%
Cc1ccc(C2=Nn3c(COc4ccc(Cl)cc4)nnc3SC2CC(=O)O)cc1 (stereo not drawn)	-0.1%	x	-11.4%	10.9%	x	x	-0.5%	-1.0%	x	x
O=C(Nc1nnc(-c2cccnc2)s1)c1cccs1	-0.2%	x	-0.6%	9.4%	x	x	0.1%	1.0%	i	x
Cc1cc(C(=O)NCCC2=CCCCC2)ccc1[N+](=O)[O-]	x	-14.6%	x	23.2%	16.2	4.0	-0.4%	13.9%	i	-1.9%
CC(=O)OC1CC2(C)/C(=N\O)CCC2C2CCc3cc(O)ccc3C12 (stereo not drawn)	1.3%[50 µM]	x	-7.3%	19.7%	x	x	0.6%	2.0%	x	x
O=c1oc(-c2cccc([N+](=O)[O-])c2)nc2ccccc12	-0.9%	x	-3.5%	9.8%	x	x	0.0%	2.4%	x	x
CN(CC(=O)Nc1ccccc1C(=O)N1CCCC1)S(=O)(=O)c1ccc(Cl)cc1	5.4%	-3.2%	-1.6%	5.7%	-1.9	0.1	-0.7%	0.1%	i	-0.6%
O=C(Cn1cnc2cc([N+](=O)[O-])ccc2c1=O)Nc1ccc(N2CCOCC2)cc1	4.1%	x	-1.5%	9.3%	x	x	0.2%	3.5%	i	x
Cn1nc(C(F)(F)F)cc1C(=O)Nc1ccc(-c2ccno2)cc1	6.4%	x	4.5%	9.2%	x	x	-0.2%	u	x	x
CC(C)c1c(C(=O)N/N=C2\CCc3ccccc32)nnn1-c1nonc1N	0.7%	x	6.3%	8.9%	x	x	-0.3%	1.2%	x	x
COC(=O)C1=NNCC12CC(=O)N(c1ccc(Br)cc1)C2=O (stereo not drawn)	1.0%	0.0%	-0.4%	10.9%	-7.8	2.7	0.0%	1.1%	i	-3.6%
CC(Sc1ccsc1[N+](=O)[O-])C(=O)NCc1ccccc1 (stereo not drawn)	x	-1.0%	x	1.0%	-8.4	3.7	-1.1%	0.1%	i	0.9%
Cc1c(C)n(C)c2ccc(C(=O)NCCCN3CCN(C)CC3)cc12	-2.6%	x	-6.3%	13.6%	x	x	0.1%	0.3%	x	x
CC1=C(C(=O)OCCBr)C(c2cccc3ccccc23)NC(=O)N1 (stereo not drawn)	0.2%	x	-6.5%	27.2%	x	x	-0.7%	0.9%	x	x
Cc1ccc(C)c2[nH]c(=O)c(CN(Cc3ccc4c(c3)OCO4)Cc3nnnn3Cc3ccco3)cc12	0.6%	-6.2%	-7.6%	31.2%	29.5	14.5	-0.2%	0.6%	i	-1.4%
Cc1nc(S(=O)(=O)N2CCOCC2)c(C#N)c(C)c1Cl	-1.1%	-3.6%	-2.9%	-3.9%	45.1	2.8	1.0%	3.5%	i	0.8%
CCCCC(=O)c1ccc(O)cc1O	0.2%	x	x	-3.0%	10.3	3.8	0.0%	1.2%	i	x
CCOP(=O)(O)c1cccc(OCCOCCOc2cccc(P(=O)(O)OCC)c2)c1	-0.1%	-2.2%	-3.1%	-7.3%	3.6	-2.7	0.8%	-0.3%	i	-2.3%
COC(=O)C(CC(=O)c1ccc(Br)cc1)n1cccn1 (stereo not drawn)	-0.1%	x	-5.3%	6.3%	x	x	-0.5%	2.4%	x	x
Cc1ccc(C)c(N2C(=O)CC(N3CCN(Cc4ccc5c(c4)OCO5)CC3)C2=O)c1 (stereo not drawn)	2.5%	-2.5%	-1.4%	1.4%	-4.9	7.8	-0.1%	0.3%	i	-1.5%
COC(=O)C1CC(c2ccc(Cl)cc2)=NO1 (stereo not drawn)	0.0%	-6.2%	-6.4%	10.6%	0.1	1.9	0.3%	0.1%	i	x
O=C(/C=C\c1ccco1)Nc1nc(-c2ccc3ccccc3c2)cs1	4.6%	-7.4%	1.5%	9.7%	46.5	8.1	-0.7%	15.6%	i	3.7%
COCCN1CCN(Cc2cn(C)nc2-c2ccc(Oc3ccccc3)cc2)CC1	0.2%	x	6.9%	18.6%	x	x	-0.9%	-3.1%	i	x
COc1ccc(C(=O)COC(=O)[C@H](C)Nc2ccc(C(F)(F)F)cc2[N+](=O)[O-])c(OC)c1	0.1%	-0.8%	1.4%	1.7%	9.8	-3.1	0.6%	1.3%	i	2.0%
O=c1c2ccccc2[nH]c(=S)n1CCCN1CCN(C2CCCCC2)CC1	0.7%	-5.6%	-10.4%	0.6%	-4.6	-3.1	-0.4%	-1.1%	i	x
O=C(NCc1ccc2c(c1)OCO2)c1ccccc1	0.3%	-3.4%	-2.3%	12.5%	-2.9	4.6	0.1%	0.6%	i	0.8%
C/C(=N\NC(=O)c1ccc(O)cc1)c1cc2ccccc2o1	2.0%	-2.2%	-2.3%	10.2%	-0.4	7.7	-0.4%	-1.6%	i	0.4%
FC(F)(F)c1cc(C(F)(F)F)n2nc(-c3sccc3-n3cccc3)cc2n1	0.1%	-1.3%	2.0%	1.7%	-24.0	-22.0	-0.1%	9.0%	i	1.8%	Dengue-2 NS5 capping pilot replicate=1.8
O=C(Cn1ccsc1=NC(=O)c1ccco1)c1ccccc1	-0.3%	-4.3%	-8.0%	11.7%	25.6	-0.3	-0.4%	1.0%	i	-2.0%
COc1cccc(CNc2ccccn2)c1O	-0.1%	x	-10.3%	16.1%	x	x	-0.5%	-0.3%	x	x
Cc1ccccc1NC(=O)NC1CCCCCCC1	1.1%[50 µM]	x	2.6%	16.2%	x	x	0.7%	2.2%	x	x
CCOC(=O)C1(CC2CC2)CCN(Cc2ccc(C(=O)OC)cc2)CC1	0.0%	-13.7%	2.9%	-10.1%	6.6	-7.8	-0.4%	-0.1%	i	-1.5%
CCOCc1nnc(NC(=O)c2ccc(OC)cc2)s1	1.1%	-4.0%	-3.2%	20.1%	0.8	-8.0	0.7%	0.9%	i	-2.6%
O=C(O)Cn1nnc(-c2ccc(OCc3ccccc3Cl)cc2)n1	0.0%	x	-3.9%	3.0%	x	x	-0.1%	0.4%	x	x
Cc1ccc(/C=C2/NC(=O)N(Cc3ccccc3F)C2=O)s1	0.4%	-6.2%	u	0.3%	12.4	4.4	0.1%	0.7%	i	-5.6%
O=C(CC12CC3CC(CC(C3)C1)C2)N1CCN(S(=O)(=O)c2cccs2)CC1	2.2%[50 µM]	0.9%	4.2%	9.5%	-8.4	-2.2	-0.8%	1.9%	i	4.8%
COc1cc(O)c(C(CC(=O)N2CCCC2)c2ccc3c(c2)OCO3)c(OC)c1 (stereo not drawn)	0.3%	x	-7.5%	-9.8%	x	x	-0.6%	0.8%	i	x
CC1(c2ccc([N+](=O)[O-])cc2)Nc2ccccc2S1 (stereo not drawn)	0.1%	x	-11.7%	4.1%	x	x	-0.6%	2.4%	x	x
CC(=O)Nc1ccc(N2CCC(C)CC2)c([N+](=O)[O-])c1	0.1%	-2.2%	2.9%	6.5%	26.9	12.6	0.4%	6.2%	i	-0.6%
COc1ccc2oc(C(=O)OCC(=O)N3CCCC3=O)c(C)c2c1	0.5%[50 µM]	x	-5.8%	11.0%	x	x	x	-2.3%	x	x
O=C1COc2ccc(S(=O)(=O)NCc3ccc(Cl)cc3)cc2N1	0.2%	x	-6.3%	1.4%	x	x	-0.5%	1.3%	x	x
O=C(NNC(=O)C1CC1c1ccccc1)c1ccccc1[N+](=O)[O-] (stereo not drawn)	0.8%	-2.1%	1.9%	10.6%	5.1	-13.3	-1.1%	1.0%	i	11.3%
Cc1ccc(NC(=O)CCCc2nc3ccccc3s2)c(O)c1	0.1%	-7.0%	-6.1%	3.3%	13.2	12.9	-0.4%	17.0%	i	-0.9%
O=C(CCS(=O)(=O)c1ccc(F)cc1)N1CCN(c2ccccc2)CC1	0.8%[50 µM]	x	-3.7%	18.3%	x	x	x	-2.1%	x	x
